Screening data deposited in PubChem BioAssay by Southern Research Specialized Biocontainment Screening Center.
influenza NS1A: H1N1 influenza NS1A inhibitors, functional cell based assay (AID 504329). NS1A functional cell-based assay, percent inhibition; higher % means a stronger effect. inhibition, % at 12.5 µM, or IC50 in µM where a hit was titrated. hit rate 0.3% among 340,000; in the data active means a potency from the dose series; inconclusive means inhibition above about 27% without an active follow-up result; further: strong numbers were not always called active
H37Rv inhibition: M. tuberculosis growth inhibition, HTS (AID 449762); M. tuberculosis H37Rv growth inhibition, 7H9 media; higher % means a stronger effect; inhibition, % at 25 µM; hits with a dose series show IC50 in µM; hit rate 0.59% among 330,000; in the data active means a potency from the dose series; inconclusive means inhibition above about 70% without an active follow-up result;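 further: bacterial growth assessed after seven days of incubation; strong numbers were not always called active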
VEEV TC-83 Vero: inhibitors of VEEV TC-83 cytopathic effect, confirmation, Vero cells (AID 588727); one-dose inhibition, % at 20 µM; IC50 in µM for titrated hits; Vero cells, VEEV TC-83 cytopathic effect inhibition; higher % means a stronger effect; hit rate 0.13% among 350,000; in the data active means a potency from the dose series; inconclusive means inhibition mostly from about 14% at the one dose, without a potency; inactive means the rest, 99 in 100 with inhibition below about 12%; further: strong numbers were not always called active
Salmonella PhoP GFP: PhoP regulon inhibitors, Salmonella typhi PhoP promoter GFP reporter, confirmatory (AID 1850). Salmonella Typhi PhoP-promoter GFP reporter, fluorescence, 4 h; higher % means a stronger effect. hit rate 0.33% among 310,000. one-dose inhibition, % at 50 µM; IC50 in µM for titrated hits; in the data active means a potency from the dose series; inconclusive means inhibition mostly from about 25% at the one dose, without a potency; inactive means the rest, 99 in 100 with inhibition below about 19%;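 further: 0% = induced wells with vehicle and 100% = uninduced wells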
tuberculosis growth: growth inhibition of non-replicating M. tuberculosis (AID 488890); Mycobacterium tuberculosis non-replicating, growth inhibition; higher % means a stronger effect; inhibition, % at 25 µM; hits with a dose series show IC50 in µM; hit rate 0.39% among 320,000; in the data active means a potency from the dose series; inconclusive means inhibition mostly from about 82% at the one dose, without a potency; inactive means the rest, 99 in 100 with inhibition below about 76%;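 further: plate controls were DMSO cells for no effect and high antibiotic wells for full effect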
VEEV TC-83 Vero 10K pilot screen: recorded beside VEEV TC-83 Vero, whose call it bears; inhibition, %; measured here: 10K pilot screen inhibition
Numbers without * were called inactive; i = inactive; ? = inconclusive; nt = no result given.

SMILES	influenza NS1A	H37Rv inhibition	VEEV TC-83 Vero	Salmonella PhoP GFP	tuberculosis growth	others
O=C(COC(=O)c1ccc(Cl)c(S(=O)(=O)N2CCCC2)c1)NC1CCCCC1	-0.7%	1.2%	1.9%	6.0%	7.1%
Cc1cc(C)n2nc(SCC(=O)N3CCc4ccccc43)nc2n1	-4.2%	0.6%	0.7%	5.0%	-2.8%
CCC(C)C(NC(N)=O)C(=O)NC1CCC(C)CC1 (configuration not stated)	nt	4.4%	nt	-3.3%	12.6%
CN(C)/N=C/c1ccc(N2CCOCC2)cc1	-21.2%	-2.6%	0.6%	3.3%	7.7%
O=C(O)COc1ccc(-c2nccc(-c3cccs3)n2)cc1	nt	-6.0%	nt	3.5%	8.3%
O=C(CN1C(=O)c2ccccc2S1(=O)=O)N1CCN(c2ccc(F)cc2)CC1	-0.4%	3.0%	1.7%	8.4%	2.5%
CCCCCCCCCCCC1=C(O)C(=O)C=C(O)C1=O	8.3%	-8.9%	i	?	-15.0%
COc1cc(OC)cc(C(=O)OCCNC(=O)Cn2cnc3c2c(=O)n(C)c(=O)n3C)c1	nt	-7.9%	nt	7.4%	-13.5%
COc1ccccc1C(=O)NNC(=O)c1ccccc1[N+](=O)[O-]	3.7%	1.1%	0.1%	-2.8%	3.6%
CCOc1cc(/C=C2\CN(C)C/C(=C\c3ccc(O)c(OCC)c3)C2=O)ccc1O	13.8%	?	?	11.7%	51.6%
COc1cc(-c2nnc(SCC(=O)c3cc(C)n(CC4CCCO4)c3C)o2)cc(OC)c1OC (configuration not stated)	20.7%	-2.5%	5.7%	-7.1%	18.7%
Cc1nn(C(=O)C2CC2)c(C)c1Sc1ccc(Cl)cc1	-9.9%	12.3%	0.7%	14.5%	-5.3%
NCCCC[C@H]1CNC(=O)C(=O)N1CCc1cccc(F)c1	-4.9%	0.4%	0.7%	-7.5%	-19.9%
Cc1ccc(C2=NCCn3c2c2ccccc2[n+]3[O-])cc1	-15.3%	22.6µM*	1.9%	-3.7%	?
CN(CC(=O)Nc1ccccc1Cl)C(=O)CN1C(=O)NC(c2ccccc2)(c2ccccc2)C1=O	-17.0%	-3.7%	0.9%	nt	13.5%
CCOC(CNC(=O)C(=O)Nc1cc2c3c(c1)CCN3C(=O)CC2)OCC	2.7%	-3.2%	0.3%	-3.6%	-10.5%
COc1cccc(CNC(=O)COC(=O)c2nc(Cl)c(Cl)c(Cl)c2Cl)c1	0.5%	-4.4%	1.8%	nt	62.5%
COc1ccc(CCNC(=O)CSc2nc3ccccc3o2)cc1	-20.1%	?	i	-9.0%	?
COc1cc(CNCc2cccs2)ccc1OCC(=O)NC(C)(C)C	-1.2%	-3.5%	0.8%	-10.4%	2.5%
CCc1nc(SCc2ccc(OC)c(Br)c2)n[nH]1	1.1%	0.1%	i	-2.7%	-8.5%
N#C/C(=C(/O)CN1CCOCC1)c1nc(-c2ccccc2)cs1	-0.3%	-10.0%	1.4%	16.1%	6.7%
CN(C)C(=O)CSc1nc2ccccc2n1CC(=O)N1CCN(c2ccccc2)CC1	3.0%	6.7%	i	-5.0%	10.2%
Cc1ccc(-c2csc(NC(=O)CSc3nc4ccccc4o3)n2)cc1	4.7%	65.6%	0.4%	1.4%	35.7%
COc1ccc(CN(CC(=O)NC2CCCC2)C(=O)CCC(=O)Nc2nc(C)cs2)cc1	-0.4%	8.2%	i	6.8%	-1.6%
C=CCS(=O)(=O)N1CCCC(N2CCN(c3ccccc3OC)CC2)C1 (configuration not stated)	-1.6%	2.7%	i	11.2%	-20.0%
O=C(CSc1nnc(NC(=O)c2ccc(F)cc2)s1)NC1CCCC1	3.2%	-7.3%	1.2%	4.0%	-13.6%
COC(=O)c1sccc1NC(=S)Nc1cc(C)cc(C)c1	17.8%	-0.5%	2.6%	-6.1%	36.4%	VEEV TC-83 Vero 10K pilot screen=0.4
COCCCNC(=S)Nc1ccccc1C	-8.2%	4.7%	1.1%	-5.3%	3.2%
CCOC(=O)C1=C(CNCCOc2ccc(OC)cc2)NC(=O)NC1c1ccc2c(c1)OCO2 (configuration not stated)	-1.0%	4.1%	0.7%	-4.7%	-10.4%
Cc1cc(C(=O)CSc2ccc(F)cc2)cc(C)c1OC(=S)N(C)C	6.6%	2.5%	6.9%	0.5%	-3.4%

Reprinted from above for reference:
SMILES	influenza NS1A	H37Rv inhibition	VEEV TC-83 Vero	Salmonella PhoP GFP	tuberculosis growth	others
Cc1ccc(C2=NCCn3c2c2ccccc2[n+]3[O-])cc1	-15.3%	22.6µM*	1.9%	-3.7%	?
CN(CC(=O)Nc1ccccc1Cl)C(=O)CN1C(=O)NC(c2ccccc2)(c2ccccc2)C1=O	-17.0%	-3.7%	0.9%	nt	13.5%
CCOC(CNC(=O)C(=O)Nc1cc2c3c(c1)CCN3C(=O)CC2)OCC	2.7%	-3.2%	0.3%	-3.6%	-10.5%
COc1cccc(CNC(=O)COC(=O)c2nc(Cl)c(Cl)c(Cl)c2Cl)c1	0.5%	-4.4%	1.8%	nt	62.5%
COc1ccc(CCNC(=O)CSc2nc3ccccc3o2)cc1	-20.1%	?	i	-9.0%	?
COc1cc(CNCc2cccs2)ccc1OCC(=O)NC(C)(C)C	-1.2%	-3.5%	0.8%	-10.4%	2.5%
CCc1nc(SCc2ccc(OC)c(Br)c2)n[nH]1	1.1%	0.1%	i	-2.7%	-8.5%
N#C/C(=C(/O)CN1CCOCC1)c1nc(-c2ccccc2)cs1	-0.3%	-10.0%	1.4%	16.1%	6.7%
CN(C)C(=O)CSc1nc2ccccc2n1CC(=O)N1CCN(c2ccccc2)CC1	3.0%	6.7%	i	-5.0%	10.2%
Cc1ccc(-c2csc(NC(=O)CSc3nc4ccccc4o3)n2)cc1	4.7%	65.6%	0.4%	1.4%	35.7%
COc1ccc(CN(CC(=O)NC2CCCC2)C(=O)CCC(=O)Nc2nc(C)cs2)cc1	-0.4%	8.2%	i	6.8%	-1.6%
C=CCS(=O)(=O)N1CCCC(N2CCN(c3ccccc3OC)CC2)C1 (configuration not stated)	-1.6%	2.7%	i	11.2%	-20.0%
O=C(CSc1nnc(NC(=O)c2ccc(F)cc2)s1)NC1CCCC1	3.2%	-7.3%	1.2%	4.0%	-13.6%
COC(=O)c1sccc1NC(=S)Nc1cc(C)cc(C)c1	17.8%	-0.5%	2.6%	-6.1%	36.4%	VEEV TC-83 Vero 10K pilot screen=0.4
COCCCNC(=S)Nc1ccccc1C	-8.2%	4.7%	1.1%	-5.3%	3.2%
CCOC(=O)C1=C(CNCCOc2ccc(OC)cc2)NC(=O)NC1c1ccc2c(c1)OCO2 (configuration not stated)	-1.0%	4.1%	0.7%	-4.7%	-10.4%
Cc1cc(C(=O)CSc2ccc(F)cc2)cc(C)c1OC(=S)N(C)C	6.6%	2.5%	6.9%	0.5%	-3.4%

(more compounds)
SMILES	influenza NS1A	H37Rv inhibition	VEEV TC-83 Vero	Salmonella PhoP GFP	tuberculosis growth	others
Cc1c(Br)cc(C(=O)N2CCN(CCO)CC2)c(C)c1C	-8.4%	-7.0%	0.6%	-13.2%	-3.7%
Cc1ccsc1C(=O)OCC(=O)c1ccc[nH]1	-10.2%	11.8%	3.6%	nt	25.1%
CCCc1cc(=O)[nH]c(SCC(=O)N2c3ccccc3NC(=O)C2(C)C)n1	-3.5%	3.3%	1.3%	nt	13.6%
COc1cccc(CSc2nc3nc(C)cc(C)n3n2)c1	-0.4%	4.3%	2.1%	-5.4%	-4.3%
CCOc1ccc(NC(=O)Nc2cc(C)ccc2OC)cc1	-8.4%	-5.7%	4.8%	3.9%	7.8%
CC(C)OC(=O)c1cc(NC(=O)c2nn(C)cc2Br)cc(C(=O)OC(C)C)c1	-3.5%	-10.2%	1.6%	-11.0%	-10.1%
CC(C)c1ccc(C(=O)OCC(=O)c2c(N)n(C)c(=O)n(C)c2=O)cc1	-11.7%	0.1%	5.5%	nt	27.4%
O=C(COc1ccc(Cl)cc1)NCc1nnc(SCC(=O)NCCc2ccccc2)o1	3.6%	?	i	-6.8%	?
CC(O)Cc1cn(CC(=O)N2CCNCC2)nn1 (configuration not stated)	-1.2%	-11.1%	0.1%	6.8%	1.2%
C=C(C)C(C)(C#CCN1CCCC1)OC(C)=O (configuration not stated)	-8.2%	2.3%	i	2.1%	1.7%
S=C1NCN(CCc2ccccc2)CN1Cc1ccccc1	-15.1%	8.9%	1.2%	-9.8%	7.8%
CCCCC1=CC2=C(c3ccco3)C(=O)C(C)(OC(=O)c3ccc(OC)cc3)C(=O)C2=CN1C(CO)CO (configuration not stated)	15.3%	-0.4%	0.9%	-14.2%	40.6%
CCOc1ccccc1N(CC(=O)Nc1ccccc1C(=O)N1CCCC1)S(C)(=O)=O	2.1%	-9.3%	0.2%	12.8%	2.2%
CS(=O)(=O)N1CCCC(C(=O)Nc2ccccc2Cl)C1 (configuration not stated)	26.9%	8.3%	2.6%	-2.7%	1.1%
O=[N+]([O-])c1ccc(Cl)c(CN2CCN(c3ncccn3)CC2)c1	-4.4%	3.4%	i	-5.4%	22.2%
CCN(CC)C(=O)CSc1nc(O)cc(=O)n1C	-15.6%	10.7%	i	8.3%	8.7%
CN1CCc2cc(O)c(O)cc2C(c2ccccc2)C1 (configuration not stated)	2.9%	19.5%	0.4%	3.7%	3.7%
Cc1ccc(-c2c[n+](CC(=O)Nc3ccccc3C)c3n2CCC3)cc1	1.4%	-5.7%	1.0%	5.9%	41.3%
Cc1cccc(CSCCNC(=O)c2ccc(N(C)S(=O)(=O)c3ccccc3)cc2)c1	1.3%	-10.2%	i	4.0%	nt
CCOC(=O)C1CCN(C(=O)CCc2c(C)nc3c(-c4ccc(F)cc4)c(C)nn3c2C)CC1	-5.6%	-5.8%	11.2%	-1.3%	nt
COc1ccccc1/C=C1\N=C(C(C)(C)C)OC1=O	9.3%	7.6%	0.2%	-8.2%	?
Cc1cc(C)nc(SCCn2c(N3CCCCC3)nc3c2c(=O)n(C)c(=O)n3C)n1	-3.4%	8.3%	5.7%	-1.1%	2.4%
CC(=O)c1ccc(N2CCN(S(=O)(=O)c3c(C(=O)N4CCCC4)c(C)n(C)c3C)CC2)cc1	-2.9%	4.8%	2.9%	0.2%	-4.2%
CCc1ccc2oc(=O)cc(CN(C)Cc3ccccc3)c2c1	-1.8%	8.8%	3.9%	-2.0%	40.3%	VEEV TC-83 Vero 10K pilot screen=0.8
O=C(Nc1ccc(Cl)cc1)OCc1cc(-c2ccccc2Cl)on1	8.8%	-0.7%	i	-4.2%	-2.4%
COc1ccc(S(=O)(=O)NCCSCc2cccc(C)c2)cc1Br	-3.7%	-2.6%	i	-0.2%	nt
COc1cc(OC)c(C(=O)COc2ncnc3ccccc23)c(OC)c1	-17.8%	0.8%	8.8%	-8.8%	-3.4%
N#CC1(Nc2ccc(-c3ccc(NC4(C#N)CCCC4)cc3)cc2)CCCC1	-2.5%	nt	1.3%	nt	nt
CC12CN(C(=S)Nc3ccccc3)CC(C)(CN(C(=S)Nc3ccccc3)C1)C2=O	-2.0%	0.2%	4.4%	10.2%	11.2%
CC(C)c1ccc(NC(=O)C2CCN(S(C)(=O)=O)CC2)cc1	19.8%	-2.6%	i	9.8%	-3.1%
Cc1cc(C)n(/N=C/c2ccco2)c(=O)c1C#N	3.6%	-0.6%	1.0%	-0.5%	-6.8%
COc1ccc(NC(=O)c2cccs2)c([N+](=O)[O-])c1	15.3%	-4.2%	3.1%	5.5%	5.7%
O=C(Nc1ccc(Cl)cn1)c1ccc([N+](=O)[O-])o1	-3.9%	nt	>25µM*	nt	nt
CC(=O)N1c2ccc(C)cc2C(c2ccccc2)CC1C (configuration not stated)	-6.4%	11.4%	i	11.7%	14.5%
Cn1c(=O)oc2cc(S(=O)(=O)N3CCC4(CC3)OCCO4)ccc21	-3.0%	-5.8%	0.1%	-2.8%	2.6%
Cc1cc(C)c(S(=O)(=O)N2CCCC(C(=O)N3CCOCC3)C2)c(C)c1 (configuration not stated)	-9.6%	3.6%	2.4%	-4.6%	-10.1%
COc1ccccc1-c1nnc(SCC(=O)Nc2ccc3[nH]c(=O)[nH]c3c2)n1N	7.0%	0.4%	3.4%	0.2%	-15.9%
CCN(CC)c1ccc(S(=O)(=O)N2CCOCC2)cc1NC(=O)COC(=O)/C=C/c1ccco1	-3.4%	nt	5.0%	nt	nt
COC(=O)C(=C/C(C)=C/c1cccnc1)C(=O)OC	2.2%	5.1%	8.2%	-5.0%	?
